High-throughput results (PubChem BioAssay)
RT RNaseH block: HIV-1 RT RNase H inhibitors, primary screen, biochemical, fluorescence; RT-RNase H RNA/DNA duplex cleavage; AID 565, 2006; inhibition, % at 10 µM; Gag-Pol polyprotein (Human immunodeficiency virus type 1 group M subtype B (isolate …; 65,000 tested, 1.9% active; in the data active = inhibition above about 50%
RmlC RmlD mix: RmlC and RmlD coupled enzyme inhibitors, primary screen, biochemical, 384-well, compound mixtures, retest | RmlC/RmlD coupled enzyme inhibition, 384-well mixture HTS | inhibition, % at 5.5 µM | 110,000 tested, 0.39% active; in the data active = inhibition above about 30%, passing the limit was not always enough; inconclusive = no clear call, values can overlap the other calls; note: strong numbers were not always called active
The depositor's hits bear a star; ? = inconclusive; . = not tested or not shown.

Screens in order – RT RNaseH block	RmlC RmlD mix
1) COc1ccc(N2C(=O)C3CCCN3C2c2ccc(F)cc2)cc1Cl (centres undefined)
    -8	-6
2) CCSc1nc2ccccc2n1C(=O)c1ccc(S(=O)(=O)N2CCCCC2)cc1
    .	8
3) Cc1ccc(S(=O)(=O)NCCCNC(=O)c2ccccc2)cc1
    -36	-13
4) CCOC(=O)C1CSC(CC(=O)Nc2ccc(Cl)cc2)C(=O)N1 (centres undefined)
    3	9
5) COc1cc(C(N)=O)cc(Br)c1OC
    -19	5
6) Cn1cnnc1SCC(=O)Nc1ccc2nc(SCc3ccccc3Cl)sc2c1
    .	-5
7) COC(=O)C1C(=O)NC(SC)=C(C#N)C1c1ccccc1 (centres undefined)
    -8	6
8) COc1ccc(CCNC(C)=O)cc1
    .	17
9) O=C(/C=C\Nc1ccc2c(c1)OCO2)c1ccccn1
    -13	-13
10) CC(C)(CC(=O)O)Cc1nc(-c2ccc(Cl)cc2)no1
    -6	10
11) CC1(C)CC2(CC(C)(C)N1)OC(=O)N1CCc3ccccc3C12C (centres undefined)
    0	-12
12) COc1cc(CNCC(C)C)cc(Br)c1OCC(=O)Nc1ccccc1
    .	-13
13) O=C(NCc1ccccc1Cl)C1CCN(C(=O)c2sccc2-n2cccc2)CC1
    -15	-1
14) N#Cc1cc(C(=O)c2cc(Br)ccc2O)cn(C2CC2)c1=O
    14	3
15) O=C(CCn1cccc1)NC1CCCc2ccccc21 (centres undefined)
    -9	-88
16) CCOC(=O)Cc1nnc(NC(=O)CC)s1
    -1	-6
17) COc1cccc(OC)c1-c1nn2c(-c3ccccc3Cl)nnc2s1
    31	-12
18) CCOC(=O)C(C)On1c(-c2ccc(Cl)cc2)nc2ccc([N+](=O)[O-])cc21 (centres undefined)
    .	-11
19) C[C@@H]1CC=C[C@H]2[C@H]1C(=O)N(Cc1ccccc1)[C@H]2c1ccoc1
    .	-11
20) C=CCNc1nc(-c2c(C)nc3sccn23)cs1
    -11	-14
21) Cc1ccc(CNC(=O)c2oc3ccc(S(=O)(=O)N4CCOCC4)cc3c2C)cc1
    .	0
22) CCCn1cc(SCC(=O)Nc2nnc(C)s2)c2ccccc21
    -10	-7
23) O=C(c1cc2ccccc2oc1=O)N(Cc1ccco1)C1CCS(=O)(=O)C1 (centres undefined)
    2	6
24) Cc1cccc(C)c1NC(=O)C1(NC(=O)C2CCCN2C(=O)OC(C)(C)C)CCCCC1 (centres undefined)
    5	3
25) O=C(NCC1CCCO1)C(c1cccnc1)N(C(=O)Cc1cccs1)c1ccccc1 (centres undefined)
    .	-5
26) Cc1ccc(C2C(C#N)=C(N)Oc3nc(-c4ccccc4)[nH]c32)o1 (centres undefined)
    -8	11
27) O=C1Cc2ccccc2C(=O)N1CCc1ccccc1
    -1	-8
28) CCOC(=O)N1CCN(C(=O)CS(=O)(=O)c2cn(Cc3ccccc3C)c3ccccc23)CC1
    .	8
29) COc1ccc(S(=O)(=O)/N=C2/NC(=O)/C(=C\c3cc(OC)c(OC)cc3[N+](=O)[O-])S2)cc1
    .	-11
30) Cc1cc(C)nc(N2CCC(C(=O)NC3CCCc4ccccc43)CC2)n1 (centres undefined)
    5	-12

(more compounds)
Screens in order – RT RNaseH block	RmlC RmlD mix
31) Cc1ccc(S(=O)(=O)c2c(C)nn(C(C)(C)C)c2OC(=O)C(C)(C)C)cc1
    3	-7
32) O=C(CNC(=O)Cc1ccccc1)NCC(=O)OCc1ccc(C(=O)c2ccccc2)cc1
    .	20
33) CC(C)NC(=O)COC(=O)c1cc(=O)[nH]c2ccccc12
    .	9
34) N/C(CCCN1CCCCC1)=N/O
    0	-17
35) COC(=O)CNC(=O)CNC(=O)Nc1ccccc1Cl
    .	7
36) CCOC(=O)CC1=C(C(=O)OCC)C(c2cc(OC)c(OC)cc2OC)C(C#N)=C(N)O1 (centres undefined)
    6	38
37) CNS(=O)(=O)c1cccc(C(=O)OCC(=O)N2CCc3ccccc3C2)c1
    .	10
38) Cc1cc(NC(=O)c2cnn3c(C(F)F)cc(-c4ccccc4)nc23)no1
    -12	3
39) O=C(O)c1cc(NCc2c(F)cccc2Cl)ccc1N1CCOCC1
    0	8
40) O=C(NCCNC(=O)c1cc(OCC(F)(F)F)ccc1OCC(F)(F)F)Nc1ccc(Cl)cc1
    .	-1
41) COc1ccc(C(=O)NCCSc2ccccn2)cc1
    -12	9
42) CCCCNC(=O)CCC(=O)Nc1ccc2nc(N3CCOCC3)cc(C)c2c1
    -7	20
43) Cc1nc2sc(C(c3ccco3)N3CCC(C)CC3)c(O)n2n1 (centres undefined)
    -4	4
44) O=C(NC1CCCCC1)c1cc(-c2ccco2)on1
    -2	.
45) Cc1c(C(=O)O)oc2ccc(S(=O)(=O)NCc3ccccc3)cc12
    -8	10
46) CCSC1=C(C#N)C(c2ccccc2OC)CC(=O)N1 (centres undefined)
    -32	-9
47) CN(C)/C=C1/N=C(c2ccccc2)OC1=O
    .	17
48) CN1CCN(C2=C(Cl)C(=O)N(c3cccc(Cl)c3)C2=O)CC1
    70*	1
49) Cc1ccccc1C(=O)N1CCC(C(=O)O)CC1
    .	5
50) CN(CCCC[C@H](CNCc1ccc(-c2ccccc2)cc1)N1C[C@H](c2ccccc2)N(CCc2ccc(Cl)c(Cl)c2)C(=O)C1=O)Cc1ccc(-c2ccccc2)cc1
    .	7
51) CCOC(=O)N1CC=C2C(C#N)=C(N)C(C#N)(C#N)[C@H](c3ccccc3OCC)[C@H]2C1
    29	11
52) Cc1nc(NC(C)c2ccccc2)c2oc3ccccc3c2n1 (centres undefined)
    -26	23
53) CCCc1cc(C(=O)Nc2cc(C)nn2-c2ccccc2)no1
    -12	10
54) O=C1C2C3CC(C(Br)C3Br)C2C(=O)N1c1ccccn1 (centres undefined)
    .	7
55) COc1ccc(Nc2nccc3c2nnn3C)cc1
    -3	0
56) CC(C)CCNC(=O)C1CCCN1C(=O)NC1CCCCC1 (centres undefined)
    .	-9
57) N#Cc1nc(COc2ccc(Br)cc2)oc1NCCCn1ccnc1
    -62	.
58) OC(Cn1cncn1)(c1ccccc1)c1ccccc1
    .	8
59) CNC(=O)CCC(=O)Nc1ccc(C(=O)OC)cc1
    -9	-14
60) COC(=O)C(NC(C)=O)(Nc1nc2c(C)cc(C)cc2s1)C(F)(F)F (centres undefined)
    .	2

Entries listed so far containing a thiophene ring, fused or not, in the order listed:
Screens in order – RT RNaseH block	RmlC RmlD mix
13) O=C(NCc1ccccc1Cl)C1CCN(C(=O)c2sccc2-n2cccc2)CC1
    -15	-1
25) O=C(NCC1CCCO1)C(c1cccnc1)N(C(=O)Cc1cccs1)c1ccccc1 (centres undefined)
    .	-5

Continued:
Screens in order – RT RNaseH block	RmlC RmlD mix
61) CCNC(=S)NNC(=O)c1csc2c1CCCC2
    .	6
62) Cc1cnc(NC(=O)CN2CCN(c3ccccn3)CC2)s1
    4	.
63) N#CCn1c(C2CCCCC2)nc2ccccc2c1=O
    -7	-13
64) Cc1ccc2oc(-c3ccc(NC(=O)CC(C)C)cc3)nc2c1
    10	-76
65) N#CC(C#SN)=C1CCCCC1
    7	-11
66) Cc1ccc(S(=O)(=O)CC(=O)NC2CC2)cc1
    .	-17
67) COC(=O)c1sccc1NC(=O)CN(C)NS(=O)(=O)c1ccc(Cl)cc1
    .	8
68) O=C(Cn1[nH]c(=O)c2ccccc2c1=O)Nc1cccc(-c2nnc3n2CCCCC3)c1
    -3	.
69) CC1(C)Cc2noc(N)c2C(C)(C)N1OC(=O)c1scc2c1OCCO2
    -1	-7
70) CCCC(=O)Nc1nc(-c2ccc3c(c2)CCN3S(C)(=O)=O)cs1
    .	-10
71) O=C(NCc1cccnc1)c1cccc(C(F)(F)F)c1
    -3	4
72) O=C(NC1CCCC1)C(c1ccccn1)N(C(=O)c1csnn1)C1CC1 (centres undefined)
    -2	9
73) Fc1cccc(CCN2CCNC[C@@H]2Cc2ccccc2)c1
    .	-182
74) NC(=O)C[C@H]1NC(=O)[C@H](CCC(=O)O)NC(=O)c2cc([N+](=O)[O-])cc(I)c2NCCC[C@@H](C(N)=O)NC1=O
    .	-10
75) Cc1cccc(OCCCC(=O)NC(C)C)c1
    .	-11
76) O=C(CN1CCN(CCC(=O)Nc2ccccc2F)CC1)Nc1ccc(Cl)cc1
    -16	.
77) CC(=O)Nc1cccc(Oc2nc(C)cc(C)c2C#N)c1
    -7	3
78) O=C(CCn1cccc1)NCCc1ccc(Cl)cc1
    -9	-8
79) CCOC(=O)/C=c1\s/c(=C\c2c(OC)ccc3ccccc23)c(=O)n1CC(=O)NCC1CCCO1 (centres undefined)
    .	6
80) O=C(Nn1cnnc1)c1ccccc1-c1ccccc1
    -5	1
81) CCCCOC(=O)Nc1ccc(S(=O)(=O)Nc2nc(C)cc(C)n2)cc1
    -2	-36
82) O=C(Nc1nnc(COc2ccccc2)s1)c1ccco1
    -8	-20
83) Cc1cc(C)n(-c2ccc(C(=O)OCn3nnc4ccccc4c3=O)cc2)n1
    -10	130
84) CC(OC(=O)C1=COCCO1)C(=O)Nc1ccc(Oc2ccccc2)cc1 (centres undefined)
    .	-7
85) CCOC(=O)c1[nH]c(C)c(C(=O)N(C)Cc2ccccc2)c1C
    -3	10
86) CCCN1CCC(=O)N([C@H](CSc2ccc(Br)cc2)Cc2ccccc2)CC1
    .	5
87) COc1ccc(N2CCN(C(=O)Cc3nn(C)c(=O)c4ccccc34)CC2)cc1
    -10	-9
88) CCOc1ccccc1N(CC(=O)Nc1ccc(C)cc1)S(C)(=O)=O
    -8	3
89) Cc1[nH]nc(SCC(=O)N2CCCCC2)c1[N+](=O)[O-]
    .	-10
90) COc1ccc2oc(-c3ccc(C)c(NC(=O)CSc4ccc(Cl)cc4)c3)nc2c1
    .	-12

Complete entries from above. Order of values: RT RNaseH block | RmlC RmlD mix
Results for `O=C(Cn1[nH]c(=O)c2ccccc2c1=O)Nc1cccc(-c2nnc3n2CCCCC3)c1` : -3 | .
Results for `NC(=O)C[C@H]1NC(=O)[C@H](CCC(=O)O)NC(=O)c2cc([N+](=O)[O-])cc(I)c2NCCC[C@@H](C(N)=O)NC1=O` : . | -10

Next results:
Screens in order – RT RNaseH block	RmlC RmlD mix
91) CCN(CC)CCNC(CC(=O)Nc1ccc(Cl)cc1Cl)C(=O)O (centres undefined)
    .	-8
92) Cn1c(O)c(C=NCCCNC2CCCCC2)c(=O)n(C)c1=O
    -11	.
93) COC(=O)c1cc(OC)c(OC)cc1NC(=O)C1CCC(=O)N1S(=O)(=O)c1ccc(C)cc1 (centres undefined)
    -4	11
94) c1ccc2c(-n3cccn3)cccc2c1
    -17	2
95) Cc1oc(-c2ccc(Cl)cc2)nc1CN1CCC(C(=O)NCc2cccnc2)CC1
    3	-7
96) Cc1ccccc1C(=O)NC1CC(C)(C)NC(C)(C)C1
    -6	10
97) C=CCn1c(=N)c(C(=O)NCCCOC)cc2c(=O)n3cc(C)ccc3nc21
    -2	.
98) Cc1cc2cc(CNC(=O)CC(C)C)ccc2n1C
    3	?
99) O=C(CSc1nc2c(sc3ccccc32)c(=O)n1Cc1ccco1)NCC1CCCO1 (centres undefined)
    -3	-5
100) CCNC(=O)CN(c1ccc(Cl)cc1)S(=O)(=O)c1ccccc1
    .	-16
101) COc1ccc(CC(=O)OCC(=O)Nc2c(C)n(C)n(-c3ccccc3)c2=O)cc1
    -1	7
102) CCOC(=O)c1cnc(SCC(=O)Nc2cccc(OC)c2)nc1N
    .	-82
103) CCOC(=O)c1nnc(-c2ccccc2)nc1NCc1ccc(Cl)cc1
    .	-3
104) CCC(=O)Nc1ccc(C(=O)Cn2nc(C(=O)O)c3ccccc3c2=O)cc1
    35	.
105) Cc1cc(NC(=O)CCCC(=O)N(CC(=O)NC2CCCCC2)c2ccccc2)no1
    8	4
106) O=C(Nc1nc2ccccc2n1CCN1CCCCC1)c1ccco1
    0	-16
107) COC(C[C@H]1O[C@H]1[C@H](O)[C@H](C)OCc1ccccc1)OC
    .	-12
108) COc1cccc(OC)c1OCCCCN1CCCC1
    4	3
109) CCCS(=O)(=O)NCCc1cc2c(OC)ccc(OC)c2[nH]c1=O
    -19	.
110) CCN(CC)S(=O)(=O)c1cccc(-c2nnc(SCC(=O)c3cc(C)n(C)c3C)o2)c1
    -15	-12
111) CS(=O)(=O)N(CC(N)=O)c1cccc(Br)c1
    .	-5
112) COc1cccc(Cn2c(=S)[nH]c3ccc(N4CCOCC4)cc3c2=O)c1
    9	-19
113) O=C(C1CCC(=O)N1Cc1cccnc1)N1CCN(c2ccc(F)cc2)CC1 (centres undefined)
    -2	11
114) COc1nnc(OC)c2ccccc12
    2	-10
115) COCCCNC(=S)NC1CC2CCCC(C1)N2Cc1ccco1 (centres undefined)
    .	-11
116) CCn1c(SCC(=O)c2cccs2)nnc1-c1ccco1
    10	-14
117) Cc1ccc(NC(=O)c2cc(-c3cccs3)on2)cc1
    .	-16
118) O=C1c2ccccc2S(=O)(=O)c2cc(N3CCC(C(=O)N4CCCCC4)CC3)ccc21
    .	8
119) O=C(O)C1CCCCC1C(=O)OCCCCOC(=O)C1CCCCC1C(=O)O (centres undefined)
    -7	1
120) Cc1cnc(NC(=O)CSc2ncn(-c3ccccc3)n2)s1
    .	-19
121) O=C(Nc1ccc2c(c1)C(=O)N(C1CCCCC1)C2=O)C1CCCO1 (centres undefined)
    4	-35

Sorted by SMILES length (rising): some entries from above
Screens in order – RT RNaseH block	RmlC RmlD mix
49) Cc1ccccc1C(=O)N1CCC(C(=O)O)CC1
    .	5
64) Cc1ccc2oc(-c3ccc(NC(=O)CC(C)C)cc3)nc2c1
    10	-76
48) CN1CCN(C2=C(Cl)C(=O)N(c3cccc(Cl)c3)C2=O)CC1
    70*	1
101) COc1ccc(CC(=O)OCC(=O)Nc2c(C)n(C)n(-c3ccccc3)c2=O)cc1
    -1	7

Some of the compounds tested. The share of hits here may be higher or lower than overall.
